Assay outcomes from PubChem BioAssay.
Polio RdRp inh = inhibitors of poliovirus RNA polymerase binding and polymerization; P03300; hit rate 0.66% among 150,000; AID 588519; poliovirus polymerase elongation, fluorescence polarization; hits give low values; % elongation, % (compound at 16.7 µg/mL); in the data active = % elongation below about 90%; also: some results filed as inactive read as strong as hits
Target sequence (P03300 1749-2209 limits assumed): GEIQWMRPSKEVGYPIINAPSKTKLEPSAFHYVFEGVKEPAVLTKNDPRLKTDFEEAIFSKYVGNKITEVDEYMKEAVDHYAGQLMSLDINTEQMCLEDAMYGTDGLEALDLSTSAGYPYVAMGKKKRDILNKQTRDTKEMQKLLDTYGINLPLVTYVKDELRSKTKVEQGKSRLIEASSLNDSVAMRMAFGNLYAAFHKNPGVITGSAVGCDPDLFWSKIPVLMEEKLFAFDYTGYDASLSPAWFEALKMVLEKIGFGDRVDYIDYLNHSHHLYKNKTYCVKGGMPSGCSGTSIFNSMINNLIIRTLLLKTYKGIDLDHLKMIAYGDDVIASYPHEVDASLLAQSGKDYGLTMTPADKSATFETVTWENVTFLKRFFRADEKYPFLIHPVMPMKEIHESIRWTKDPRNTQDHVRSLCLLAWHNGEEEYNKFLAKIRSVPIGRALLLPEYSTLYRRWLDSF
Polio RdRp inh FP z-score = second read-out of Polio RdRp inh, no call of its own (marks repeat the call); z-score; measured here: FP z-score; hits read low
The depositor's hits bear a star; & = joins results of further samples.

Every second line gives: Polio RdRp inh	Polio RdRp inh FP z-score
1	C[C@H](CCC(=O)O)[C@H]1CC[C@H]2[C@@H]3[C@H](O)C[C@@H]4C[C@H](O)CC[C@]4(C)[C@H]3CC[C@]12C
→ 103	0.8
2	CC(C)OCc1cc(CN2CCN(c3ccccc3)CC2)c(O)c2ncccc12
→ 124	3.1
3	CCn1c(C(=O)N2CCCC(C(=O)N3CCc4ccccc4C3)C2)cc2sccc21 (stereo not given)
→ 101	-0.3
4	CCOC(=O)c1ccc(NC(=O)c2cc(=O)c3ccc(C)c(C)c3o2)cc1
→ 108	0.2
5	CC(=O)OCC(=O)[C@@]1(O)CC[C@H]2[C@@H]3CCC4=CC(=O)C=C[C@]4(C)[C@@]3(F)[C@@H](O)C[C@@]21C
→ 99	-0.2
6	CC(C)(C)NCC(O)COc1cccc2c1C[C@H](O)[C@H](O)C2 (stereo not given in full)
→ 99&100	-0.1&0
7	CCn1cc(C(=O)O)c(=O)c2cc(F)c(N3CCNC(C)C3)c(F)c21 (stereo not given)
→ 103&99	0.8&-0.2
8	CC[C@]12CCCN3CCc4c(n(c5ccccc45)[C@](O)(C(=O)OC)C1)[C@@H]32
→ 102&101	0.3&0.3
9	CCOc1ccc2nc(N3CCC(C(=O)Nc4ccccc4CC)CC3)sc2c1
→ 107	0.2
10	O=C1c2c(O)ccc(O)c2C(=O)c2c(NCCNCCO)ccc(NCCNCCO)c21
→ -53*	-15*
11	Cc1cccc(Cc2c(C)nc3c(-c4ccccc4)c(C)[nH]n3c2=O)c1
→ 103	-0.6
12	Cc1ccc(C)c(Nc2nc3nonc3nc2Nc2cccc(C)c2C)c1
→ 102	-1
13	Cc1c(Cl)cccc1NC(=O)Cn1cc(C(=O)C2CCCCC2)c2ccccc21
→ 109	0.7
14	COc1ccc(C(=O)c2ccccc2)c(O)c1
→ 98&100	-0.2&0
15	Cc1ccccc1OCC(O)CO (stereo not given)
→ 99&100	-0.1&0.1

Compound profiles (already shown). Order of screens: Polio RdRp inh	Polio RdRp inh FP z-score
Listed for CC(C)OCc1cc(CN2CCN(c3ccccc3)CC2)c(O)c2ncccc12 = 124	3.1
Listed for Cc1ccccc1OCC(O)CO (stereo not given) = 99&100	-0.1&0.1

Additional results:
Every second line gives: Polio RdRp inh	Polio RdRp inh FP z-score
16	Cc1scc2c1N(C(=O)CN1CCN(C)CC1)c1ccccc1NC2=O
→ 101&101	0.3&0.4
17	COCCNC(=O)c1ccc2c(c1)nc(C)n2-c1ccc(Br)cc1
→ 102	0.6
18	CCCOc1ccc2nc(NC(=O)OC)[nH]c2c1
→ 100	0
19	CC(C)n1c(SCC(=O)Nc2ccccc2)nc2ccccc2c1=O
→ 97	-0.6
20	Nc1c2ccccc2nc2ccccc12
→ 99	-0.2
21	CCN(CCCCOC(=O)c1ccc(OC)c(OC)c1)C(C)Cc1ccc(OC)cc1 (stereo not given)
→ 100&99	0.1&-0.1
22	Cc1nc2c3ccccc3nc(NNC(=O)CCC(=O)N3CCN(c4ccccc4F)CC3)n2n1
→ 92	-1.2

Five entries picked at random from the list so far, as already listed:
Every second line gives: Polio RdRp inh	Polio RdRp inh FP z-score
16	Cc1scc2c1N(C(=O)CN1CCN(C)CC1)c1ccccc1NC2=O
→ 101&101	0.3&0.4
20	Nc1c2ccccc2nc2ccccc12
→ 99	-0.2
21	CCN(CCCCOC(=O)c1ccc(OC)c(OC)c1)C(C)Cc1ccc(OC)cc1 (stereo not given)
→ 100&99	0.1&-0.1
22	Cc1nc2c3ccccc3nc(NNC(=O)CCC(=O)N3CCN(c4ccccc4F)CC3)n2n1
→ 92	-1.2
17	COCCNC(=O)c1ccc2c(c1)nc(C)n2-c1ccc(Br)cc1
→ 102	0.6

Some of the compounds tested, so the mix of outcomes need not match the whole.
